Compound activity: PubChem, several laboratories
STK33 kinase inh: human STK33 kinase inhibition; inhibition, % at 10 µM; Q9BYT3; 320,000 compounds, 0.073% hits; purified STK33, MBP phosphorylation, ADP-Glo luminescence;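 active means inhibition at or above 25%, using the most active replicate where run in duplicate; inactive means inhibition below 25%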
Target sequence (Q9BYT3 whole entry, looked up): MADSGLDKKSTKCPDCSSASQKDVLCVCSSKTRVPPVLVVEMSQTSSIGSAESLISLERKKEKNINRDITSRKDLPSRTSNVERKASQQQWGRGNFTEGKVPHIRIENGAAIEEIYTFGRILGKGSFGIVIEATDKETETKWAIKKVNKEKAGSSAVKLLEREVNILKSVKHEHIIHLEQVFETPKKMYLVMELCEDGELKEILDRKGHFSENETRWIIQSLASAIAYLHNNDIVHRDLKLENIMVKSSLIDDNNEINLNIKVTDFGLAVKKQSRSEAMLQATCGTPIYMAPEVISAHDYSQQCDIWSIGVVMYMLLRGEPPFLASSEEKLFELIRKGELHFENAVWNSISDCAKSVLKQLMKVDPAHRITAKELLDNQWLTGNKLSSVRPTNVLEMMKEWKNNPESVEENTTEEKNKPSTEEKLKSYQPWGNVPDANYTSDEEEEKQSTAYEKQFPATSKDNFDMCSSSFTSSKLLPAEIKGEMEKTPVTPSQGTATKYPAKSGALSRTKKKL
OX1R FRET antag: blocks the human orexin 1 receptor; O43613; OX1R-expressing cells, FRET antagonist read-out; inhibition, % at 6.6 µM; 330,000 compounds, 1.8% hits; in the data active means inhibition mostly above about 38%, no sharp cut-off; inactive means mostly below about 40%;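 further: 0% = agonist challenge alone and 100% = reference antagonist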
Target sequence (O43613 whole entry, looked up): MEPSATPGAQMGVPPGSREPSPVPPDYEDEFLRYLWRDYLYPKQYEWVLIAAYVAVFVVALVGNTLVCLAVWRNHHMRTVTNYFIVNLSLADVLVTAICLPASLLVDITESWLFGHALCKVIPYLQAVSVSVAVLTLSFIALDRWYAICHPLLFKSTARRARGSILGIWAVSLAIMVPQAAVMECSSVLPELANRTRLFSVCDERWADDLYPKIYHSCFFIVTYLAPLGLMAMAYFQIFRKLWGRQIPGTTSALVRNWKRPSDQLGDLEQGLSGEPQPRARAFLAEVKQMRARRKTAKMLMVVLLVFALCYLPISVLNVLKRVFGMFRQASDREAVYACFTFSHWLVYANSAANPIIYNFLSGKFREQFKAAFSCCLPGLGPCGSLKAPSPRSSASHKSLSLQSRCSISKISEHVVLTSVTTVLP
* hit, by the source's call; . = no result given.

Start of the data: the first 2 compounds, to show the layout:
STK33 kinase inh,OX1R FRET antag,SMILES
-0.4,26,COc1ccc(CCC(=O)Nc2cc([N+](=O)[O-])ccc2OC)cc1
0.6,19,Cc1ccc(C2(C)NC(=O)N(CC(=O)Nc3c(C)n(C)n(-c4ccccc4)c3=O)C2=O)cc1 (stereo unspecified)

The whole of this part, repeating the preview:
STK33 kinase inh,OX1R FRET antag,SMILES
-0.4,26,COc1ccc(CCC(=O)Nc2cc([N+](=O)[O-])ccc2OC)cc1
0.6,19,Cc1ccc(C2(C)NC(=O)N(CC(=O)Nc3c(C)n(C)n(-c4ccccc4)c3=O)C2=O)cc1 (stereo unspecified)
-0.7,1,COc1ccc(/C=C(/NC(=O)c2ccccc2Cl)C(=O)O)cc1
-1.5,-5,N#CC(C(=O)O)=C1CCCC1
-0.7,.,NC(=O)Cn1cnc2c(nnn2-c2cccc(Cl)c2)c1=O
0.2,-7,CCN(C(=O)COC(=O)CNC(=O)c1ccc2ccccc2c1)C1CCS(=O)(=O)C1 (stereo unspecified)
-2.0,6,COc1cc(OC)cc(C(=O)N[C@H](C(=O)NNC(=O)c2ccc(Br)cc2)C(C)C)c1
-0.6,0,Nc1cc(=O)[nH]c(=S)n1-c1cccc(C(F)(F)F)c1
1.9,32,CCC(C)(C)NC(=O)/C=C/c1cnc2ccccc2n1
0.8,50,CC(C)C[C@@H](CSc1ccc(Br)cc1)N1CCN(C)CCC1=O
-0.5,11,COc1ccc(C(=O)c2ccc(N3CCOCC3)c([N+](=O)[O-])c2)cc1
0.2,9,C=CCN(C(=O)CNC(=O)c1ccco1)C(C(=O)NC1CCCCC1)c1ccccc1F (stereo unspecified)
-4.6,5,COC(=O)C[N+](C)(C)C/C=C\c1ccccc1
-1.7,4,CC(=O)c1cc(-c2ccccc2)n(CC(=O)N2CCC(C)CC2)c1C
-1.4,8,COc1ccc(Nc2nc(Nc3ccc(OC)cc3)nc(-n3[nH]c(=O)c(C)c3C)n2)cc1

Reprinted from the part before: four compounds, followed by the next part.
STK33 kinase inh,OX1R FRET antag,SMILES
0.2,9,C=CCN(C(=O)CNC(=O)c1ccco1)C(C(=O)NC1CCCCC1)c1ccccc1F (stereo unspecified)
-4.6,5,COC(=O)C[N+](C)(C)C/C=C\c1ccccc1
-1.7,4,CC(=O)c1cc(-c2ccccc2)n(CC(=O)N2CCC(C)CC2)c1C
-1.4,8,COc1ccc(Nc2nc(Nc3ccc(OC)cc3)nc(-n3[nH]c(=O)c(C)c3C)n2)cc1
-0.2,1,Cc1cc(NC(=O)Cc2cn3ccsc3n2)n(-c2ccccc2)n1
-2.6,8,Cc1ccc(C)c(NC(=O)CSc2nc(=O)n(CCN3CCOCC3)c3c2CCCC3)c1
-6.0,10,CCc1ccc(-n2c(SCc3cc(=O)n4cc(Br)ccc4n3)nc3[nH]ncc3c2=O)cc1
-0.6,11,CNC(C)C(=O)NC(C(=O)N1CCCC1C(=O)Nc1ccc2ncccc2c1)C(C)C (stereo unspecified)
-0.9,15,COc1ccc(CNC(=O)C(c2cccc(C)c2)N(C(=O)c2csnn2)C2CC2)cc1 (stereo unspecified)
-0.3,12,COC(=O)c1ccccc1NC(=O)C(C)c1ccc([N+](=O)[O-])cc1 (stereo unspecified)
0.7,2,O=C(NN=C1CCC(=NNC(=O)c2cccnc2)CC1)c1cccnc1
-1.0,46*,Cc1cccc(NC(=O)Nc2cccc(Oc3c(F)c(F)c(F)c(F)c3F)c2)c1
-0.9,19,O=C1OCC(CO)(CO)N=C1NNc1ccccc1[N+](=O)[O-]
0.0,15,O=[N+]([O-])c1ccc(N2CCN(S(=O)(=O)c3ccccc3)CC2)cc1NCC1CCCO1 (stereo unspecified)
0.1,12,Cc1cc(C)nc(SCc2nc3ccccc3n2C)n1
.,2,CN(C)C(=O)CCc1ccc2c3c([nH]c2c1)[C@]1(CCC2CCCC2)[C@@H](C(=O)N2CCOCC2)C[C@H](CC(=O)NCCCn2ccnc2)C(=O)N1CC3
-0.8,-1,Cc1cccn2c(=O)c(C(=O)NC3CC(C)CC(C)(C)C3)c(O)nc12 (stereo unspecified)
0.8,5,Cc1ccc(-c2cn(-c3ccccc3F)c(=S)[nH]2)cc1
0.4,5,O=C(CCC(=O)Nc1ccccc1Cl)NNC(=O)COc1ccc([N+](=O)[O-])cc1

Entries above with an aryl thioether with sulfur outside any ring:
STK33 kinase inh,OX1R FRET antag,SMILES
0.8,50,CC(C)C[C@@H](CSc1ccc(Br)cc1)N1CCN(C)CCC1=O
-2.6,8,Cc1ccc(C)c(NC(=O)CSc2nc(=O)n(CCN3CCOCC3)c3c2CCCC3)c1
-6.0,10,CCc1ccc(-n2c(SCc3cc(=O)n4cc(Br)ccc4n3)nc3[nH]ncc3c2=O)cc1
0.1,12,Cc1cc(C)nc(SCc2nc3ccccc3n2C)n1

Next structures:
STK33 kinase inh,OX1R FRET antag,SMILES
-0.5,23,Cc1ccc(Cl)cc1Nc1nc(-c2sc(NC(=O)c3cccc(Cl)c3)nc2C)cs1
-1.7,14,COc1ccc(CCNC(=O)c2c(C)nn(-c3ccccc3)c2Cl)cc1
-1.1,13,COc1ccc(C2=NN(C(=S)Nc3ccccc3)C(c3ccccc3)C2)cc1 (stereo unspecified)
1.2,20,COCCN(C(=O)c1ccccc1F)c1nnc(-c2ccc(OC)cc2)s1
-1.6,6,O=S(=O)(NCc1ccc2c(c1)OCO2)c1ccc(F)cc1
0.0,24,O=C(CSc1nc2ccccc2c(=O)n1Cc1ccco1)N1CCN(c2ccccc2)CC1
-2.4,13,O=C(NCCc1ccccc1)C1CCC(CNS(=O)(=O)c2cccc3cccnc23)CC1 (stereo unspecified)
-1.8,26,CCOC(=O)C(=CNc1cc(C)ccn1)C(=O)OCC
-1.4,4,CN(C)c1ccc(C2/C(=C(/O)c3ccccc3)C(=O)C(=O)N2CCCC(=O)O)cc1 (stereo unspecified)
0.6,35,O=C(Nc1nc(-c2ccc3c(c2)OCCO3)cs1)c1ccco1
-0.6,2,S=c1[nH]nc(-c2ccc(Cl)cc2)n1CCCN1CCOCC1
19,18,Cc1ccc(OCc2cc(C(=O)NCC(C)(C)N3CCOCC3)no2)cc1C
.,-5,Cc1c(NC(=O)COC(=O)c2ccc(O)cc2)c(=O)n(-c2ccccc2)n1C
2.0,5,O=C(Nc1sc2c(c1C(=O)NCC(O)CO)CCCC2)c1ccccc1 (stereo unspecified)
-1.6,16,Cc1cc(C)cc(NC(=O)C(C)N2C(=O)c3ccccc3C2=O)c1 (stereo unspecified)
-3.1,17,Cc1ccc(CN(Cc2ccco2)S(=O)(=O)c2ccc(S(=O)(=O)NCC3CCCO3)cc2)cc1 (stereo unspecified)
-2.6,14,COc1ccc(COC[C@H](C)[C@H](O)[C@@H](C)[C@H]2OC(=O)[C@@H]2C)cc1
-1.7,4,O=C(NCc1ccco1)c1cc(S(=O)(=O)NC2CC2)ccc1Br
-0.1,14,Cc1ccc(C(=O)NCCNS(=O)(=O)c2ccccc2)cn1
0.3,13,CC(C)OCCCNc1nc2c(-c3ccccc3)nnn2c2ccccc12
-0.9,26,Cc1ccc(CCNS(=O)(=O)c2c(C)nc3sccn3c2=O)cc1
.,14,C=CCOc1ccc(C2NC(=S)NC(C)=C2C(=O)c2ccccc2)cc1OC (stereo unspecified)
0.3,11,COc1ccc(CCn2c(-c3cccc([N+](=O)[O-])c3)nc3nc4ccccc4nc32)cc1OC
-2.1,3,O=C(Nc1ccnn1C1CCN(Cc2c(F)cccc2Cl)CC1)C1CCCC1
-0.5,5,CCc1ccc(-c2nc(SCC(=O)c3c(N)n(C)c(=O)n(C)c3=O)n[nH]2)cc1
0.5,15,O=C(Nc1ccc(N2CCOCC2)cc1)c1ccc(Cl)nc1
-1.7,45,Oc1[nH]c2ccccc2c1N=NC(=S)NCCc1ccccc1
0.4,7,CS(=O)(=O)c1ccc(CNC(=O)[C@]2(C(F)(F)F)C[C@H](CCc3ccccc3)CCCO2)cc1
2.1,17,Nc1nonc1-n1nnc(C(=O)N/N=C/c2c(Cl)cccc2Cl)c1CSC1=NCCS1
1.0,31,O=C(Cc1cn2ccsc2n1)Nc1cccc2cnccc12
0.2,27,CNC(=S)N(CCc1c(C)[nH]c2ccc(C)cc12)Cc1cc(OC)c(OC)c(OC)c1
-0.3,8,COc1ccc(CN2C(=O)C(C)N(C(=O)c3c(F)cccc3F)c3ccccc32)cc1 (stereo unspecified)
-1.1,16,COc1cc(NC(=O)c2csc3c2CCCC3)ncn1
0.1,10,O=C(CSc1nnc(-c2ccncc2)o1)Nc1cccc(F)c1
0.1,29,C=CCNC(=O)Nc1ccc2nc(C)sc2c1
-1.1,13,COc1ccc(OC)c(CCNC(=O)CC2(CC3=NS(=O)(=O)c4ccccc4N3)CCCC2)c1
-1.1,8,CC1(C)CC(=O)C2=C(C1)NC(SCC(=O)Nc1ccccc1)=C(C#N)C2c1ccco1 (stereo unspecified)
6.4,7,CC(C)CC1Nc2ncnc(N3CCOCC3)c2N(Cc2ccc(Br)cc2)C1=O (stereo unspecified)
-0.7,16,CCn1c(=O)c(C(=O)NNS(=O)(=O)c2ccc(NC(=O)OC)cc2)c(O)c2ccccc21
-0.6,-7,O=C(O)CSc1nnc2n(-c3ccccc3)c(=O)c3ccccc3n12
1.0,28,CC(=O)c1cccc(N=c2scc(-c3ccc(S(=O)(=O)N4CCOCC4)cc3)n2CCO)c1
-3.1,7,Cc1ccc(OCc2cc(C(=O)NCCn3cccn3)no2)cc1C
-0.4,-1,CC(=O)NC12CC3CC(C1)CC(C(=O)OCC(=O)Nc1ncc(Cl)cc1Cl)(C3)C2
-0.2,15,COc1ccc(CCNC(=O)CSc2cccc3cccnc23)cc1OC
-0.8,3,S=c1[nH]nc(-c2cc(-c3ccco3)[nH]n2)n1-c1ccccc1
0.6,11,O=C(NCC(=O)N(Cc1ccco1)C(C(=O)NC1CCCC1)c1cccnc1)c1ccco1 (stereo unspecified)
-0.1,15,CC(=O)c1ccc(NC(=O)C(C)OC(=O)C2CC(=O)N(c3ccc4c(c3)OCCO4)C2)cc1 (stereo unspecified)
-0.7,3,CCP(=O)(c1ccccc1)C(C)(C)O (stereo unspecified)
.,-3,Cn1c2cc(Br)sc2c2cnn(Cc3c(F)cccc3Cl)c(=O)c21
0.9,11,CCCC(=O)C1=C(O)C(C(=O)OC)C(C)(C)CC1=Nc1ccccc1 (stereo unspecified)
0.5,42,CSc1cccc(NC(=O)CCCNC(=O)c2ccc(Cl)cc2)c1
-0.4,8,COc1ccc(-c2noc(C(C)NC(=O)c3ccco3)n2)cc1OC (stereo unspecified)
0.4,10,CCOc1ccc(NC(=O)CN(C)C(=O)Cc2sc(C)nc2-c2ccc(F)cc2)cc1OCC
-1.1,10,CCC(CC)C(=O)Nc1c2c(nn1-c1ccc(C)cc1)CS(=O)(=O)C2
0.0,6,COc1ccc(C)cc1NC(=O)C(OC(=O)CNC(=O)c1cccc(F)c1)c1ccccc1 (stereo unspecified)
-0.3,-1,COc1cc2c(C(=O)N(C)c3ccc(F)cc3)cn(C)c(=O)c2cc1OC
-1.7,11,Cc1ccc(C)c(N2C(=O)CC(N3CCN(Cc4ccc5c(c4)OCO5)CC3)C2=O)c1 (stereo unspecified)
-0.6,27,O=C(CNC(=O)c1ccccc1)OCc1cccc([N+](=O)[O-])c1
-1.1,20,Cc1nn(-c2ccc3ccccc3c2)c(=O)c2ccccc12
-1.5,-3,O=C(Nc1ccc(Cl)cn1)Nc1ccccc1Cl

Additional records follow.
STK33 kinase inh,OX1R FRET antag,SMILES
-1.4,19,CC(=O)N1CCN(c2ccc(NCc3ccc(Br)o3)cc2)CC1
0.5,17,COC(=O)c1ccc(NC(c2ccc(Cl)cc2)P(=O)(OC)OC)cc1 (stereo unspecified)
-1.1,2,Cc1ccccc1C(O)c1ccccn1 (stereo unspecified)
0.6,11,CC(c1ccccc1)N1C(=O)c2ccccc2C1O (stereo unspecified)
-1.5,1,Cc1cc(/C=C(\C#N)C(=O)NCC2CCCO2)c(C)n1-c1ccc(Cl)cc1 (stereo unspecified)
-1.0,-2,CCCCn1c(N)c(N(CC)C(=O)c2ccccc2C(F)(F)F)c(=O)[nH]c1=O
-0.3,20,COCC(C)n1c(SCc2cc(=O)n3cc(C)ccc3n2)nc2ccccc2c1=O (stereo unspecified)
-0.7,34*,O=C(Nc1cccc(Cl)c1)Nc1ccc2nccnc2c1
-1.1,22,COc1ccc(-n2c(SCC(N)=O)nc3sc4c(c3c2=O)CCN(C)C4)cc1
0.8,7,CCC/C(O)=C1\C(=O)CC(C)(C)CC1=Nc1ccccc1OC
-1.7,9,CCc1cccc2c(C#N)cn(CC(=O)NCc3ccco3)c12
0.8,27,CC(OC(=O)c1ccc(Cl)c(S(=O)(=O)N2CCOCC2)c1)C(=O)NC1CCCCC1C (stereo unspecified)
0.2,22,CC1CCN(C(=O)C(C)NCc2ccc(F)cc2)CC1 (stereo unspecified)
-0.9,10,Cc1c(NC(=O)COC(=O)CSc2ccc([N+](=O)[O-])cc2)c(=O)n(-c2ccccc2)n1C
0.2,-11,O=C(CN(C(=O)c1ccc(Cl)cc1)N1C(=O)C2C3C=CC(C3)C2C1=O)c1cccs1 (stereo unspecified)
0.9,21,Cc1ccc(NC(=O)CN(C)C(=O)c2ccc(-n3cncn3)c([N+](=O)[O-])c2)cc1
-1.2,20,CCOc1ccc(C(=O)NCC(=O)OCC(=O)Nc2ccc(C)c(S(=O)(=O)N(C)C)c2)cc1
-0.4,38,CC(=O)Nc1ccc(N(CC(O)Cn2c3ccccc3c3ccccc32)S(=O)(=O)c2ccc(C)cc2)cc1 (stereo unspecified)

An excerpt from above in order of formula weight, ascending.
STK33 kinase inh,OX1R FRET antag,SMILES
0.5,17,COC(=O)c1ccc(NC(c2ccc(Cl)cc2)P(=O)(OC)OC)cc1 (stereo unspecified)
-1.0,-2,CCCCn1c(N)c(N(CC)C(=O)c2ccccc2C(F)(F)F)c(=O)[nH]c1=O
-0.9,10,Cc1c(NC(=O)COC(=O)CSc2ccc([N+](=O)[O-])cc2)c(=O)n(-c2ccccc2)n1C
